# FEN1 inh: blocks human flap endonuclease 1. P39748. Potency, µM (doses to about 114 µM), without a hit: top-dose activity change, negative = inhibition, usual class: inhibitors. Recombinant FEN1 flap cleavage, fluorescence, 15 min. 390,000 tested, 0.35% active; also: nearly all actives have a fitted effect of over 65% in size
# Target sequence (P39748 whole entry, looked up): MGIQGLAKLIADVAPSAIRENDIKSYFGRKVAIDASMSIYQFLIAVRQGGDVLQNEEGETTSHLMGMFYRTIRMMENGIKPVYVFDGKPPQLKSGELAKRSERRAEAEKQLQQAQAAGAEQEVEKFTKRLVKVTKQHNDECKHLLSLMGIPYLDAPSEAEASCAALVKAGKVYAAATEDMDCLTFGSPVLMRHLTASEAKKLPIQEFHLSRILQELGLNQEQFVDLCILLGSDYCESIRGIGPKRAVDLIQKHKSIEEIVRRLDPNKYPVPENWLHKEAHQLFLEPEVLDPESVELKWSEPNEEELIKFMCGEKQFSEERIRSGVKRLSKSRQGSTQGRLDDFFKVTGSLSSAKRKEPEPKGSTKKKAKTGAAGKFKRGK
#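 Enzyme 10 nM, 15 min RT preincubation with compound; start with substrate 50 nM final; reads at 0 and 15 min; qHTS titration, four-parameter Hill fit.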
# N370S GC: inhibitors or activators of N370S glucocerebrosidase for Gaucher disease. P04062. N370S GC spleen homogenate, 4MU-glucoside fluorescence. Potency, µM (doses to about 59.4 µM), for the others: at the highest dose activity change, negative = inhibition, usual class: inhibitors. 330,000 tested, 0.092% active;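 also: 0% = full enzyme activity and -100% = no enzyme basal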
# GCN5L2 inh: inhibitors of human GCN5L2 histone acetyltransferase; AID 504327; Potency, µM (doses to about 58.9 µM), without a hit: at the highest dose activity change, negative = inhibition, usual class: inhibitors; 390,000 tested, 0.21% active; Q92830; GCN5L2 HAT assay, ThioGlo1 CoA-SH fluorescence
#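 GCN5L2 (20nM final) in 50mM HEPES, 0.1mM EDTA pH 7.5, 0.01% Tween-20 was preincubated 15 min at room temperature with compound, then given ThioGlo1 (50uM), H3(1-25) peptide (75uM) and acetyl-CoA (70uM); CoA-thiol fluorescence (Ex340/Em540) was read at 0 and 20 min.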
# An asterisk follows results filed as active; ? = inconclusive; . = not tested or not shown; & = joins results of further samples; [ ] = another dose, or the depositor's remark. Calls follow the shape of the dose curve; as a rule, active = well fitted curve in the direction sought with a large enough effect; inconclusive = small, poorly fitted or top-dose-only effect, or another doubt; inactive = no such curve, though single readings can be large; an effect the other way counts as inactive or inconclusive. Unless noted, % is scaled to controls: 0 for no effect and ±100 for the full control effect; potency is read from the fitted curve at half-maximal effect. These rows are one share of the data; rates above refer to the full screens.
Compound	FEN1 inh	N370S GC	GCN5L2 inh
O=C(Nc1cccc([N+](=O)[O-])c1)c1cc(S(=O)(=O)Nc2ccccn2)ccc1Cl	-5.1%	0.2%	1.5%
CC(=O)N1CCN(c2c(F)c(F)c(C(F)(F)F)c(F)c2F)CC1	-2.7%	3.9%	14.8%
CCOC(=O)c1c(NC(=S)Nc2ccc(Cl)cc2)sc(C)c1C	3.9%	.	0.6%
COC(=O)CN1C(=O)C(C)(C)c2cc(S(=O)(=O)NCc3ccc(Cl)cc3)ccc21	14.4%	.	-2.1%
CCCc1ccc2oc(C(=O)NCCc3cnn(C)c3)c(C)c2c1	-5.4%	1.1%	-10.6%
Cc1ccc(-c2cc(C(F)(F)F)nc(SCC(=O)c3cccc([N+](=O)[O-])c3)n2)cc1	-21.2%	2.6%	0.8%
COc1cc(-c2nc3ccccn3c2/N=C/c2ccc(F)cc2)ccc1O	1.7%	-22.8%	-30.0%
CN(C)c1ccc(NC(=O)Oc2ccccc2)cc1	-2.0%	6.9%	-0.2%
O=C(COc1ccc2c(-c3ccccc3)cc(=O)oc2c1)Nc1ccc(CN2CCOCC2)cc1	0.7%	?	-10.4%
N#CCCn1cc(C(N)=O)c(-c2ccc3ccccc3c2)n1	2.1%	-9.0%	-2.8%
COc1ccc2[nH]c3c(c2c1)CCN1C(=O)C(CC(=O)NCCc2ccccn2)C[C@H](C(=O)N2CCCCC2)[C@@]31CCc1ccccc1 (stereo partly drawn)	?	.	0.9%
CCOC(=O)N1CCN(C(=O)c2ccccc2NC(=O)c2ccc(Br)cc2)CC1	0.7%	5.8%	-5.2%
COc1cc(C)cc(CN2CCC(Cc3ccccc3)CC2)c1O	-16.3%	-11.3%	-6.5%
Cc1ccc(S(=O)(=O)NCCC(c2ccccc2)c2ccccc2)cc1C(=O)O	6.0%	2.4%	-12.4%
COc1ccccc1-c1cc(C(=O)N2CCOCC2)no1	-1.3%	-1.4%	-3.8%
Cc1cc(S(=O)(=O)NCC(C)C)ccc1OCC(=O)NCc1ccccn1	-4.0%	9.6%	.
CCOc1cc(C(=O)NC(C)Cc2cccs2)cc(OCC)c1OCC (stereo not drawn)	0.3%	20.5%	-11.4%
COc1ccc(Cl)cc1S(=O)(=O)N1CCN(C(=O)c2n[nH]c(=O)c3ccccc23)CC1	-0.6%	.	-3.0%
C=C(C)C1CC=C(C)/C(=N/NC(=O)COc2ccccc2C)C1 (stereo not drawn)	-9.2%	26.9%	-1.6%
O=C(NCCc1ccc(F)cc1)c1ccncc1	19.4%	-6.5%	-5.7%
C#CCOn1c(-n2nc(C)cc2C)nc2ccccc2c1=O	-3.6%	-26.2%	-4.2%
Cc1cc2nc(SCC(=O)Nc3nonc3C)c3c(c2cc1C)CCCC3	-15.8%	-4.2%	-5.7%
Cc1ccc(CNc2cc(C(=O)O)ccc2Cl)s1	2.5%	0.6%	?
CCOC(=O)c1ccc(NC(=O)CC2Nc3cc(C)c(C)cc3NC2=O)cc1 (stereo not drawn)	-2.7%	.	-3.8%
O=C(CN1CCN(Cc2ccccc2F)CC1)Nc1ccccc1Cl	11.9%	-12.7%	-4.5%
CCOC(=O)/C(C#N)=C(/C)c1ccc(OC)cc1	-7.3%	-1.2%	2.1%
O=[N+]([O-])c1ccc(C(=S)N2CCCC2)cc1	-1.4%	4.5%	33.3%[activator]
OCCNc1nc2ccccc2n1CCN1CCCCC1	-4.3%	9.7%	2.8%
CCCCCCCCCCCCCCCCCCCCCCCCCCCCCC	.	-5.3%	0.8%
COc1ccccc1/C=C/C(=O)OCCN1C(=O)c2ccccc2C1=O	1.5%	-7.7%	-18.5%
Cc1[nH]n(C(N)=S)c(=O)c1N=Nc1ccc([N+](=O)[O-])cc1Cl	2.4%	1.8%	11.5%
Cc1ccc(NC(=O)CC(O)(C(F)(F)F)C(F)(F)F)cc1	0.1%	7.5%	-7.9%
c1ccc(-c2cnc(CSc3ncnc4sccc34)o2)cc1	-17.7%	3.5%	-17.3%
CC(CCc1ccccc1)NC(=O)c1cnc(Cl)c(Cl)c1 (stereo not drawn)	-9.4%	13.6%	16.6%
COc1ccc(NC(=O)CN2CCN(CC(=O)Nc3ccccc3Cl)CC2)cc1Cl	-15.3%	-17.9%	-3.4%
O=C(NCc1ccccn1)c1cc(Br)ccc1Cl	14.7%	5.0%	-18.2%
CSc1ccccc1N=Cc1nc(-c2ccccc2)oc1O	0.0%	8.8%	-12.4%
COc1ccc(C2CC(c3ccccc3)=NN2C(=O)COC(=O)c2cccc(S(=O)(=O)N3CCOCC3)c2)cc1 (stereo not drawn)	-15.2%	-2.3%	-3.7%
Cc1c(C)c2ccc(OCC(=O)NCCc3c[nH]c4ccccc34)c(C)c2oc1=O	5.8%	-5.3%	-21.8%
Cc1ccc(C)c(NC(=O)CCc2nc3cccnc3n2Cc2cccs2)c1	-5.0%	.	-3.0%
C=CCNC(=S)NC(=O)c1csc([N+](=O)[O-])c1	1.8%	-16.9%	-6.1%
Cc1cc(C2C(=O)c3ccccc3C2=O)c(C)c(C)c1C	-2.8%	-23.2%	16.4%
CCOC(=O)C1C(=O)CC(C)(O)C(C(=O)OCC)C1c1ccc(OCC)cc1 (stereo not drawn)	-5.4%	14.7%	-6.1%
NC(=O)Cn1nnc(-c2ccc(C(F)(F)F)cc2)n1	5.0%	0.1%	2.0%
CCOC(=O)C(NC(=O)NCc1ccc(F)cc1)(OCC)C(F)(F)F (stereo not drawn)	-4.4%	-1.4%	0.9%
NNC(=O)CNC(c1ccccc1)c1cc(Br)ccc1NC(=O)c1ccccc1Br (stereo not drawn)	4.2%	-11.9%	-15.5%
Cc1ccc(-c2cc(C(F)F)nc(NCC3CCCO3)n2)cc1 (stereo not drawn)	-3.4%	3.3%	-5.9%
CCN1CCN(S(=O)(=O)c2ccc(Br)s2)CC1	5.2%	2.9%	-0.4%
CC1(C(=O)NCCOc2ccccc2Cl)CC1(Cl)Cl (stereo not drawn)	-2.7%	-3.7%	-4.7%
COc1ccc2nc(-c3ccc(N)cc3)[nH]c2c1	-22.5%	7.7%	-4.6%
O=[N+]([O-])c1ccc(C2=NN(c3ccccc3)C(c3ccco3)C2)cc1 (stereo not drawn)	-0.5%	13.3%	-16.7%
O=C(NCCc1ccccc1)N1c2ccccc2Sc2ccccc21	-9.4%	10.2%	-8.5%
COC(/C=C/Nc1ccc(C)c(C)c1)=C(C#N)C#N	-2.6%	0.7%	-2.6%
COc1ccc(Cl)cc1NC(=O)CCNC(=O)OCc1ccccc1	15.6%	19.5%	-2.5%
Cc1nc2nncn2c(Nc2ccccc2)c1C	2.8%	.	0.7%
COc1ccc(NC(=O)c2cccnn2)cc1	-3.3%	-7.7%	-28.7%
Cc1cc(C)c(NC(=O)CCCCCNC2CCCCC2)c(C)c1	13.1%	-2.1%	-3.7%
Cc1c(C(=O)Nc2ccccc2F)sc2nc3n(c(=O)c12)CCC3	0.3%&1.1%	-4.3%	-5.6%&-7.1%
O=C(NCCS(=O)(=O)N1CCN(c2ccccc2F)CC1)c1c(F)cccc1F	-0.1%	-3.2%	-11.5%
Cc1ccc2c(c1)c(C)c(C)n2CC(O)Cn1nnc2ccccc21 (stereo not drawn)	-22.0%	2.9%	-20.3%

# Brought forward from above: 4 entries; new compounds follow.
# Sequence of screens – FEN1 inh | N370S GC | GCN5L2 inh
> Cc1cc(C)c(NC(=O)CCCCCNC2CCCCC2)c(C)c1
 : 13.1% | -2.1% | -3.7%
> Cc1c(C(=O)Nc2ccccc2F)sc2nc3n(c(=O)c12)CCC3
 : 0.3%&1.1% | -4.3% | -5.6%&-7.1%
> O=C(NCCS(=O)(=O)N1CCN(c2ccccc2F)CC1)c1c(F)cccc1F
 : -0.1% | -3.2% | -11.5%
> Cc1ccc2c(c1)c(C)c(C)n2CC(O)Cn1nnc2ccccc21 (stereo not drawn)
 : -22.0% | 2.9% | -20.3%
> Cc1ccc(N2C(=O)CC(Cc3cccc(C)c3)C2=O)cc1 (stereo not drawn)
 : 1.3% | 12.1% | 0.0%
> OCC[C@H]1C[C@H](O)[C@@H](O)[C@@]2(Cc3ccccc3O2)O1
 : 18.7% | -1.4% | -1.0%
> CCN1C(=O)C(CC(=O)Nc2ccccc2Cl)N(NC(=O)c2cccc(F)c2)C1=S (stereo not drawn)
 : 7.5% | -5.3% | -13.2%
> O=C(Nc1ccccc1NC(=O)c1c(F)c(F)c(F)c(F)c1F)c1c(F)c(F)c(F)c(F)c1F
 : 4.7% | 5.4% | -2.9%
> O=C(O)c1ccccc1SC1CC(=O)N(c2cccc3ccccc23)C1=O (stereo not drawn)
 : -2.0% | -4.5% | -4.7%
> C#CCOCCOCCOCCNc1nc(N2CCN(C(=O)[C@H]([C@@H](C)CC)n3cc([C@@H](N)Cc4ccc(O)cc4)nn3)CC2)nc(N2CCN(C(=O)[C@H](Cc3ccc(O)cc3)n3cc([C@@H](N)CC(C)C)nn3)CC2)n1
 : -3.6% | -2.8% | 0.9%
> CCN(CC)S(=O)(=O)c1ccc(-c2nnc(SCC(=O)Nc3nnc(C)s3)n2CC)cc1
 : 1.6% | -24.6% | -9.3%
> Cc1ccc(OC(C)c2nnc(N)s2)cc1Cl (stereo not drawn)
 : -3.3% | -12.9% | -22.1%
> CCCCCC(=O)NC(NC(=S)Nc1ccc(S(N)(=O)=O)cc1)C(Cl)(Cl)Cl (stereo not drawn)
 : -17.7% | 4.0% | -2.0%
> COC(=O)c1c(C)oc(C)c1S(=O)(=O)N(C)C1CCCCC1
 : 8.1% | 0.5% | -0.3%
> COCCN(C(=O)COC(=O)C1CC1)c1c(N)n(Cc2ccccc2)c(=O)[nH]c1=O
 : -3.3% | 2.6% | -0.8%
> O=c1c2ccccc2ncn1-c1ccc(Cl)c(Cl)c1
 : -4.1% | 3.8% | 7.1%
> CCOC(=O)c1ccccc1NC(=O)C1=COCCO1
 : 2.4% | 13.3% | -0.1%
> O=C(COC(=O)c1ccc(O)cc1)Nc1ncc(Cl)cc1Cl
 : -16.4% | 4.9% | -3.9%
> CCc1nc(Nc2cc(OC)ccc2OC)c2oc3ccccc3c2n1
 : -1.1% | 28.1% | 1.9%
> O=C1SCC(c2ccccc2)=NN1Cc1ccccc1
 : -9.6% | -5.2% | -2.6%
> CCC(Sc1nc2n[nH]c(C)c2c(=N)n1-c1ccccc1Cl)C(=O)N(CC)CC (stereo not drawn)
 : 1.0% | . | 8.8%
> Cc1cc(C)c(S(=O)(=O)Nc2ccc3c4c(cccc24)CC3)c(C)c1
 : ? | 2.9% | 2.2%
> Clc1ccc(Cc2noc(CN3CCN(c4ccccc4)CC3)n2)c(Cl)c1
 : -18.3% | -21.5% | -9.3%
> Cn1c(CCc2nc3ccccc3[nH]2)nnc1SCC#N
 : 4.5% | 8.4% | -9.5%
> COc1ccc(S(=O)(=O)N2CCOCC2)cc1NC(=O)CSc1nnc2c(n1)[nH]c1ccccc12
 : -17.1% | -9.5% | -11.7%
> CC(=O)c1ccc(NC(=O)C2CCN(S(=O)(=O)c3ccc4[nH]c5c(c4c3)CCCCC5)CC2)cc1
 : 10.1% | . | 10.6%
> CCN(C(=O)c1ccnn1C)c1ccccc1
 : 2.0% | 1.6% | -0.9%
> CCOc1cc(N(CC)CC)ccc1/C=C(/C#N)c1nc2ccccc2[nH]1
 : -5.1% | 9.5% | -9.4%
> CC(NC(=O)CCC(=O)c1cccs1)c1ccccc1 (stereo not drawn)
 : 8.9% | -3.5% | 2.4%
> COc1cccc(CN2CC(C(=O)NCc3ccc(C)c(F)c3)CCC2=O)c1 (stereo not drawn)
 : -1.3% | -3.8% | 0.6%
> COc1ccccc1NC(=O)CNS(=O)(=O)c1ccccc1
 : 3.6% | 28.9% | 4.7%
> Cc1ccc(C)c(N(CC(=O)NC(C)(C)C)C(=O)CCC(=O)Nc2nccs2)c1
 : -13.2% | -0.4% | -6.4%
> Cc1ccc(C(C)n2cc(C(=O)NCc3cccnc3)nn2)cc1 (stereo not drawn)
 : -4.1% | 2.6% | -2.7%
> Cc1cc(C)nc(N(C#N)CC(=O)N2CCC(C(N)=O)CC2)n1
 : 7.7% | ? | 1.2%
> COc1ccccc1N1CCN(CC(=O)Nc2ccc(Cl)c(C(F)(F)F)c2)CC1
 : -21.7% | -26.6% | -11.9%
> CCCOc1ccc(Nc2nc(SC)ncc2C(=O)OCC)cc1
 : 11.4% | . | -8.1%

# An excerpt from above in order of the FEN1 inh value, falling:
# Sequence of screens – FEN1 inh | N370S GC | GCN5L2 inh
> Cn1c(CCc2nc3ccccc3[nH]2)nnc1SCC#N
 : 4.5% | 8.4% | -9.5%
> COCCN(C(=O)COC(=O)C1CC1)c1c(N)n(Cc2ccccc2)c(=O)[nH]c1=O
 : -3.3% | 2.6% | -0.8%
> C#CCOCCOCCOCCNc1nc(N2CCN(C(=O)[C@H]([C@@H](C)CC)n3cc([C@@H](N)Cc4ccc(O)cc4)nn3)CC2)nc(N2CCN(C(=O)[C@H](Cc3ccc(O)cc3)n3cc([C@@H](N)CC(C)C)nn3)CC2)n1
 : -3.6% | -2.8% | 0.9%

# Assay outcomes from PubChem BioAssay.
